NRP1-CendR mod: alters CendR peptide binding to human NRP-1; FAM-RPARPAR peptide binding to NRP-1, fluorescence polarization; inhibition, % at 25 µM; 360,000 tested, 0.85% active;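 active = inhibition or corrected inhibition above about 18%, plus a signal ratio from 0.5 to 1.5, limit read from the data, passing the limit was not always enough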; note: strong numbers were not always called active
E coli Lon inh: inhibitors of E. coli Lon protease; P0A9M0; AID 602123; inhibition, % at 7.94 µM; 360,000 tested, 0.42% active; purified E. coli Lon protease, fluorescence polarization; in the data active = inhibition above about 13%, passing the limit was not always enough;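 note: 0% = enzyme with probe and DMSO and 100% = no enzyme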
FAS-TE inh: inhibitors of human fatty acid synthase thioesterase domain; P49327; recombinant FAS-TE, OMFH fluorogenic substrate, fluorescence endpoint; inhibition, % at 15 µM; 360,000 tested, 0.67% active;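 active = compounds whose normalised, plate-corrected inhibition of enzyme fluorescence in the single-dose primary screen is 50% or more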;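 note: 0% = DMSO with enzyme and 100% = substrate without enzyme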
Target sequence (P49327 whole entry, looked up, the tested form may be a part): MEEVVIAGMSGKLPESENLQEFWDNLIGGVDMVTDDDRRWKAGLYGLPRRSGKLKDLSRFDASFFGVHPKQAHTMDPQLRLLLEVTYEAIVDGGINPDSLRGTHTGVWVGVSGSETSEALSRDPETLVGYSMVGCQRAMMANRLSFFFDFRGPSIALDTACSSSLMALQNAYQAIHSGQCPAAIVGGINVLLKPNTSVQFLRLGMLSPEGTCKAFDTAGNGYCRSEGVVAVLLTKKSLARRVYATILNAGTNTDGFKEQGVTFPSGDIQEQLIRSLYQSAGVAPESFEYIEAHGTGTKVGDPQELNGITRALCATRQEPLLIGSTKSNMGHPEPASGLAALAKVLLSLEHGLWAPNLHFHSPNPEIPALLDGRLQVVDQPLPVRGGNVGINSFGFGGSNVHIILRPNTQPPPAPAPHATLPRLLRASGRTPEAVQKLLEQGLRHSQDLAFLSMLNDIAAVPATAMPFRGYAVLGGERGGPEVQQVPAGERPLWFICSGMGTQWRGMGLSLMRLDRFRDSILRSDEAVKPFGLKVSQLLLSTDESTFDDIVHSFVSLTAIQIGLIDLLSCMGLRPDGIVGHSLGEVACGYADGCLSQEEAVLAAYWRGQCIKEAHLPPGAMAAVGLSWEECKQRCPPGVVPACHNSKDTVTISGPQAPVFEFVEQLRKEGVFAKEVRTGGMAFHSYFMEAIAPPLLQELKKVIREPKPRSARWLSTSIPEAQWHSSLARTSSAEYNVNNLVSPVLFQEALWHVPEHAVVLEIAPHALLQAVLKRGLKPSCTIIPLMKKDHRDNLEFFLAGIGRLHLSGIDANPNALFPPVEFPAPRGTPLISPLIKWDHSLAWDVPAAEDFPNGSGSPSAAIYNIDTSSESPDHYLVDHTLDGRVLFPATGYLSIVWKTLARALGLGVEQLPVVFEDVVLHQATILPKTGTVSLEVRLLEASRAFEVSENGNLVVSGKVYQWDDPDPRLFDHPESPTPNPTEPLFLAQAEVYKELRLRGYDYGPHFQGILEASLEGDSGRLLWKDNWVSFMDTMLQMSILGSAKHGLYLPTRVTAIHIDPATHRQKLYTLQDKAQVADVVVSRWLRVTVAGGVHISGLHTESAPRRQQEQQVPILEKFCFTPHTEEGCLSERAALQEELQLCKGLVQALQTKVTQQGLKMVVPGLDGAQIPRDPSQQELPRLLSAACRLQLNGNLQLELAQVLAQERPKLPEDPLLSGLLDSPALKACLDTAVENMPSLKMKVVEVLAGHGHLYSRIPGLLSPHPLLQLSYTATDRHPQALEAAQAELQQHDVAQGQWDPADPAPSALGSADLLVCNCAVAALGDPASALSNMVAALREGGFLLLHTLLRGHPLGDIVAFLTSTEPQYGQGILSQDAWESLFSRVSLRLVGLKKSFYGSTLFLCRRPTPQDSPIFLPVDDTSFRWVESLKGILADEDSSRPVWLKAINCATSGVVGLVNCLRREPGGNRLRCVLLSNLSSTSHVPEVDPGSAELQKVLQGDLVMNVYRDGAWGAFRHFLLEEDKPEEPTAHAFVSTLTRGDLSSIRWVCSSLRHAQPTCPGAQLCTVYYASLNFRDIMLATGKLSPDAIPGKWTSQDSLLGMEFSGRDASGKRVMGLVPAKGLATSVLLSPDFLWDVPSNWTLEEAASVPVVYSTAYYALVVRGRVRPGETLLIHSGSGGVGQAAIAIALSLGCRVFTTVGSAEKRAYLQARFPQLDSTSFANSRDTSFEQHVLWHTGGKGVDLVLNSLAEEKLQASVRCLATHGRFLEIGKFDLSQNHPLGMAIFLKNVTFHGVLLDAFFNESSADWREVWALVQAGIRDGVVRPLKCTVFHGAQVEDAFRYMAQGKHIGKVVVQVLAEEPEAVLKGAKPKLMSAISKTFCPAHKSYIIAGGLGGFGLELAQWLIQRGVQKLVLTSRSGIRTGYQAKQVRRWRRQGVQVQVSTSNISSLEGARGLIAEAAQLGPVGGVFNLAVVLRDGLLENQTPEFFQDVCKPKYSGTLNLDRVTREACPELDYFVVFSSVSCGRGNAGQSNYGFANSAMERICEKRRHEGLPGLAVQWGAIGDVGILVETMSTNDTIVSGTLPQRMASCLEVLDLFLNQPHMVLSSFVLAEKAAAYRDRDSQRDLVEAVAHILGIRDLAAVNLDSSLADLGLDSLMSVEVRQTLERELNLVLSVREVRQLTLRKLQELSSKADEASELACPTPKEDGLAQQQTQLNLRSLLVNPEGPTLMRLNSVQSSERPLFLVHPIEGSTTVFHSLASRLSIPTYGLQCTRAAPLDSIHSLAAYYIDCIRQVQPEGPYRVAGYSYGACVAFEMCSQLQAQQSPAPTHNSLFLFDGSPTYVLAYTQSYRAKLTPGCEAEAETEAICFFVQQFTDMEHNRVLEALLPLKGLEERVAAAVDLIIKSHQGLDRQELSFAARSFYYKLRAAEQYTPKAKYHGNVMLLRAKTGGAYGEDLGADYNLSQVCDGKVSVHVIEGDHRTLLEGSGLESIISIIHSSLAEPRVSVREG
PABP1 MLLE inh: blocks PAM2 peptide binding to the PABP1 MLLE domain | inhibition, % at 20 µM | P11940 | GST-MLLE / FITC-PAM2 fluorescence polarization | 360,000 tested, 0.36% active; in the data active = inhibition above about 35%, passing the limit was not always enough;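 note: plate controls were DMSO wells with GST-MLLE for no effect and wells lacking GST-MLLE protein for full effect; some results filed as inactive read as strong as hits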
Rin1 Abl inh: human Rin1-Abl interaction inhibition; TR-FRET Rin1/Abl binding, biochemical; P00519+Q13671; 360,000 tested, 0.4% active; AID 588664; inhibition, % at 7.35 µM; in the data active = inhibition above about 5%, passing the limit was not always enough
MT1-MMP act inh: MT1-MMP (human) activation inhibition; 360,000 tested, 0.061% active; GFP/RFP ratio change, % at 20 µM; HT1080 RFP-PRO-GFP cells, GFP/RFP ratio fluorescence, overnight; percent of plate control window, DMSO zero; P50281;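 active = GFP/RFP ratio change of at least 30% with cell ATP level not reduced by more than half and red fluorescence within 50% of control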; note: strong numbers were not always called active
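Assay system: HT1080 RFP-PRO-GFP cells | Dosing: 20 µM single dose, 1% DMSO | Incubation: Cells overnight before dosing, compound overnight, 37 °C, 5% CO2 | Evaluation: GFP/RFP fluorescence ratio | Control set: DMSO-only wells and HT1080 RFP-L50D-GFP cell wells as references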
SKN-1 inh: inhibitors of C. elegans SKN-1. AID 624304. 360,000 tested, 0.49% active. inhibition, % at 21.8 µM. C. elegans VP596 Pgst-4::GFP/RFP ratio, acrylamide-induced, 24 h;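 active = interference check ratio from 0.5 to 1.5 plus GFP to RFP signal ratio inhibition reaching or exceeding a fixed threshold, cut at about 30% in these data, passing the limit was not always enough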; note: some compounds called inactive have numbers as strong as hits
MsrA act: activates bovine MsrA enzyme | purified bovine MsrA, absorbance read-out | activation, % at 10.6 µM | 360,000 tested, 0.3% active | AID 602163; in the data active = activation above about 7.5%;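 note: 0% = vehicle and 100% = reference activator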
Neddyl block: cullin neddylation inhibition; P61081+Q13564; TR-FRET cullin neddylation, biochemical; calls only at 25 µM; 360,000 tested, 0.58% active; in the data active = inhibition above about 36%
Numbers without * were called inactive; i = inactive; nt = not tested or not shown; + = active, no number.

molecule | NRP1-CendR mod | E coli Lon inh | FAS-TE inh | PABP1 MLLE inh | Rin1 Abl inh | MT1-MMP act inh | SKN-1 inh | MsrA act | Neddyl block
Cc1occc1C(=O)Nc1nnc(-c2cccs2)s1 | -23 | 0 | 4 | -12 | 5 | 1 | 6 | -4 | i
O=C(CSc1nc(-c2ccccc2)cc(=O)[nH]1)N1CCc2ccccc21 | -2 | -8 | -6 | 6 | 0 | -2 | -21 | -12 | i
Cc1ccc(CN2C(=O)CSC2c2ccccc2F)cc1 (configuration not stated) | 2 | -4 | 3 | 11 | 1 | 1 | -3 | -5 | i
C=CCN(c1ccccc1OC)S(=O)(=O)c1cccc(C(=O)NCC(c2ccc(OC)cc2)N2CCCC2)c1 (configuration not stated) | -27 | -24 | 6 | -22 | 3 | -4 | -2 | -1 | i
C/C(CC(=O)Nc1ccc(Cl)cc1)=N\NC(=O)C(=O)NCCO | 9 | -6 | -10 | 12 | 1 | -10 | 7 | -5 | i
CSCCC(NC(=O)COc1ccccc1)C(=O)N(C)Cc1ccc(F)cc1 (configuration not stated) | -6 | 0 | 16 | 0 | -1 | -4 | 0 | -3 | i
O=C(Nc1cccc(Br)c1)c1ccn[nH]1 | -5 | -6 | -14 | -2 | 1 | 3 | 0 | -1 | i
O=[N+]([O-])c1ccc(Cl)c2cccnc12 | -12 | -3 | -4 | -11 | 1 | 2 | 1 | -6 | i
O=c1[nH]c2ccccc2nc1-c1ccccc1 | 14 | 0 | -4 | -4 | -4 | -2 | 5 | -4 | +
COc1ccccc1-c1sc2ccccc2c1-c1ccc(Br)nc1 | 3 | 3 | 24 | 3 | -4 | -2 | 5 | 0 | i
CCC(C)[C@H](NC(=O)C1CC(=O)N(c2ccc3c(c2)OCO3)C1)C(=O)NC1CCCCC1 (some centres not stated) | 12 | 5 | -13 | 49* | 0 | -13 | 6 | -1 | i
CN(Cc1ccccc1)C(=O)COc1cc(Cl)ccc1Cl | -3 | 3 | 12 | 3 | 0 | 1 | 0 | -1 | i
CS(=O)(=O)N(CC(=O)NCc1ccccc1Cl)c1cccc([N+](=O)[O-])c1 | 14 | 1 | 2 | 2 | -4 | 4 | 0 | -1 | i
CCOC(=O)C1(Cc2ccccc2C(F)(F)F)CCN(C(C)COC)CC1 (configuration not stated) | -13 | 13 | -9 | 0 | 2 | nt | -2 | -11 | i
C/C(=N\N=C(/C)c1cccc(N)c1)c1cccc(N)c1 | 8 | 5 | -2 | 0 | -2 | 4 | 9 | -3 | i

Remaining list, next part
molecule | NRP1-CendR mod | E coli Lon inh | FAS-TE inh | PABP1 MLLE inh | Rin1 Abl inh | MT1-MMP act inh | SKN-1 inh | MsrA act | Neddyl block
Cc1cc(C)cc(C(O)c2ncc(-c3ccccc3C(F)(F)F)[nH]2)c1 (configuration not stated) | -2 | 2 | -3 | 7 | 4 | 3 | -1 | -2 | i
COC(=O)[C@]12CCCCC=C1N(Cc1ccc(Cl)cc1Cl)C(=O)[C@H](CC(=O)NCc1ccccc1)C2 | 3 | 2 | 17 | nt | nt | -2 | 6 | -3 | i
CCN(CC)C(=O)C1=C(C)N(CCCOC)C(=O)C(CC(=O)NCCc2ccccn2)C1 (configuration not stated) | 3 | -8 | -14 | 1 | -3 | 4 | -8 | -2 | i
Brc1cccc(C2CC(c3ccccc3)n3nnnc3N2)c1 (configuration not stated) | 12 | -3 | 0 | 6 | 2 | 1 | -19 | 6 | i
CCOC(=O)C1(C)CCN1C(=O)c1ccc(-c2ccccc2)cc1 (configuration not stated) | 12 | 0 | 1 | 17 | 1 | -1 | 7 | -2 | i
CCN1C(=O)/C(=C\c2nc3ccccc3c(=O)n2-c2ccccc2)c2ccccc21 | -4 | -5 | -2 | -7 | 4 | -21 | 1 | -2 | i
C=CCNC(=O)c1ccc(-c2nc(-c3ccc(Cl)cc3Cl)cs2)cc1 | -6 | -2 | -1 | 0 | -2 | 2 | -15 | -3 | i
COc1ccc(C(=O)C2CCCN(C(=O)Cn3nc(C)cc3C)C2)cc1F (configuration not stated) | 13 | -8 | -4 | 1 | -1 | -1 | 4 | -3 | i
COc1ccc(NS(=O)(=O)c2cccc(NC(=O)c3cnccn3)c2)cc1Br | -2 | 1 | 9 | -15 | -1 | 3 | 5 | -5 | i
CCn1c(CSc2nc3ccccc3s2)nnc1SCC(N)=O | -1 | 0 | -4 | -3 | 0 | -1 | 3 | -3 | i
O=[N+]([O-])c1ccc(S(=O)(=O)N2CCN(C3CCN(Cc4ccccc4)CC3)CC2)cc1 | 4 | -6 | 6 | -4 | -1 | 0 | 2 | 1 | i
CC(C)c1onc(C(=O)N2CCN(C(c3ccccc3)c3ccccc3)CC2)c1[N+](=O)[O-] | -9 | 2 | 38 | 9 | 2 | -13 | -12 | -10 | i
CC(=O)N1CCCN(Cc2nc(C3(c4ccc(C)cc4)CCCC3)no2)CC1 | 0 | 0 | 1 | 7 | 2 | 1 | -9 | -11 | i
CCCCCNC(=O)c1c[nH]c2ccc(S(=O)(=O)N3CCC4(CC3)OCCO4)cc2c1=O | 4 | -10 | 48 | 3 | -2 | -1 | 2 | -8 | i
COc1ccc(NC(C)=O)cc1C#N | 12 | -5 | -5 | 5 | 0 | -1 | -3 | -2 | i

Continuation.
molecule | NRP1-CendR mod | E coli Lon inh | FAS-TE inh | PABP1 MLLE inh | Rin1 Abl inh | MT1-MMP act inh | SKN-1 inh | MsrA act | Neddyl block
O=C(Nc1ccnn1C1CCN(Cc2cccnc2)CC1)c1ccccc1Cl | 4 | -9 | -3 | 2 | -3 | 1 | 14 | -4 | i
CSCC(=O)NC1CCCN(C2Cc3ccccc3C2)C1 (configuration not stated) | 4 | -9 | -4 | -6 | -1 | 1 | -5 | -1 | i
CSc1ncnc2c1ncn2CCCNCC1CCCO1 (configuration not stated) | -11 | -16 | -4 | -3 | 3 | 2 | 0 | -2 | i
CCOC(=O)C1CCCN1C(=O)c1ccc(OC)c(Br)c1 (configuration not stated) | -5 | -5 | -4 | -2 | 0 | 6 | 5 | -6 | i
O=C(Nc1cccc(-c2nc3ccccc3s2)c1)c1cccs1 | 8 | -2 | 44 | 4 | -3 | 3 | 8 | -5 | i
COc1ccc(OC)c(NC(=O)Cc2csc(NC(=O)Nc3ccccc3OC)n2)c1 | -1 | 12 | 10 | -17 | -2 | 4 | 5 | -8 | i
COc1cc(C(=O)O)ccc1OCC(=O)N1CCOCC1 | 4 | -3 | -4 | 7 | -2 | 6 | -10 | 1 | i
CCOc1ccccc1OCC(=O)NNC(=O)Cn1cnc2c1c(=O)n(C)c(=O)n2C | 7 | 4 | -3 | -5 | 3 | -4 | -12 | -1 | i
CCSc1ccc(-c2cc(NC=O)c3ncc(-c4cccc(C(=O)N(C)C)c4)n3c2)cc1 | -38 | -29 | 6 | -42 | 4 | -18 | 14 | -5 | i
CS(=O)(=O)N(CC(=O)N/N=C/c1cc2c(cc1Br)OCO2)c1ccccc1Br | -10 | 5 | 23 | 1 | 0 | -7 | 0 | -9 | i
Cc1ccnc(SCCn2c(N3CCC(C)CC3)nc3c2c(=O)n(C)c(=O)n3C)n1 | -1 | -13 | 0 | -2 | 3 | -2 | 10 | -5 | i
Cc1ccc(C(CNC(=O)Nc2ccccc2)N2CCN(C)CC2)cc1 (configuration not stated) | -4 | 1 | -8 | -3 | 1 | -1 | 11 | -3 | i
COc1nc(-c2ccncc2)nc2ccccc12 | 1 | -8 | 2 | 4 | -1 | -3 | 13 | -3 | i
CN1CCN(C(=O)c2cn(-c3ccccc3)nc2-c2cccnc2)CC1 | 2 | -11 | -3 | 12 | 3 | -3 | -19 | -5 | i
O=C(O)CCC(=O)Nc1ccc(OCC(=O)O)cc1 | 6 | 7 | -6 | 1 | 0 | 3 | -24 | -13 | i

New compounds follow
molecule | NRP1-CendR mod | E coli Lon inh | FAS-TE inh | PABP1 MLLE inh | Rin1 Abl inh | MT1-MMP act inh | SKN-1 inh | MsrA act | Neddyl block
COCc1c(C(=O)NC(C)c2ccc(S(N)(=O)=O)cc2)oc2ccccc12 (configuration not stated) | 22 | 1 | -2 | 3 | -2 | 0 | 8 | 1 | i
CC(c1ccccc1)N1CNc2c(c(=O)n(C)c(=O)n2C)C1 (configuration not stated) | 0 | -2 | -3 | 5 | -4 | 0 | -5 | 2 | i
Cc1ccc(NC(=O)Cc2n[nH]c(=S)n2C)cc1 | -1 | -4 | -3 | -11 | 3 | 2 | -2 | 6 | i
COc1ccc(/C=C/C(=O)OCC(=O)NCc2ccccc2)cc1OC | -2 | 1 | 2 | -3 | -3 | 0 | -5 | -7 | i
COCC1CCN(C(=O)C2CCC(=O)N(C3CCCCCC3)C2)CC1 (configuration not stated) | -12 | -6 | -4 | -4 | -1 | 0 | -4 | -4 | i
Cc1cccc(C=Nc2ccccc2C(N)=O)c1 | 6 | -9 | -3 | -4 | -3 | -4 | 1 | -2 | nt
COc1ccc(Cc2n[nH]c(=O)c3ccccc23)cc1OC | 10 | 1 | 0 | 10 | -1 | 1 | 12 | 2 | i
CN(Cc1ccccc1)S(=O)(=O)c1ccc2[nH]c(=O)ccc2c1 | 7 | 9 | 1 | -6 | -1 | 1 | 9 | 1 | i
C=CCc1ccccc1OCC(O)CN1CCN(c2ccccc2F)CC1 (configuration not stated) | -10 | -9 | 5 | -7 | 1 | 1 | 16 | -3 | i
CCCS/C(N)=N/N=C/c1cc(C)ccc1O | -4 | 11 | 3 | 4 | 1 | 15 | -15 | -7 | i
O=C(CSc1nc2ccccc2c(=O)[nH]1)Nc1cccc([N+](=O)[O-])c1 | 18 | -8 | 23 | 12 | -3 | -4 | 33 | -3 | i
Cc1c(Cl)cccc1NC(=O)Nc1ccc(C(N)=O)cc1 | -2 | -8 | -6 | 7 | 0 | 4 | 6 | -2 | i
Cc1c(C(=O)N/N=C/c2ccc(-c3ccccc3[N+](=O)[O-])o2)sc(N)c1C#N | 5 | -15 | -20 | 1 | -3 | -6 | 15 | -2 | i
CCOC(=O)C1=C[C@@H](c2ccccc2)N(S(=O)(=O)c2ccc(C)cc2)[C@H]1c1ccc(F)cc1 | -2 | 1 | 25 | -7 | 0 | -6 | 5 | -9 | i
COCCN1C(=O)c2oc3ccccc3c(=O)c2C1c1cccc(O)c1 (configuration not stated) | -2 | -4 | 0 | -2 | 1 | 1 | 12 | -1 | i

Further compounds follow.
molecule | NRP1-CendR mod | E coli Lon inh | FAS-TE inh | PABP1 MLLE inh | Rin1 Abl inh | MT1-MMP act inh | SKN-1 inh | MsrA act | Neddyl block
COc1ccccc1CNc1nc2cc(-c3ccc(OC)c(OC)c3)sc2c(=O)n1C | 11 | 0 | 9 | 1 | -5 | 1 | 14 | -3 | i
COCCN1CC(O)=C(c2nc3ccccc3c(=O)[nH]2)C1=N | -13 | -1 | -5 | -7 | -4 | 9 | 9 | 0 | nt
COCCOC(=O)c1[nH]c2c(c1C)C(=O)CC(c1cc(OC)ccc1OC)C2 (configuration not stated) | 6 | 10 | -7 | 4 | -1 | -6 | 8 | 1 | i
O=C(NNC(=S)NCc1ccccc1)c1ccc(OC(F)F)cc1 | -2 | 4 | -8 | -8 | 4 | -7 | 6 | -1 | i
CC(C)(C)C1=CC(O)(c2ccccc2)C=C(C(C)(C)C)C1=O | 7 | 0 | 20 | 15 | 0 | -11 | 10 | -1 | i
Cn1nnnc1SCC(=O)NC(C)(C)C | 6 | -7 | -6 | -11 | 1 | 1 | -27 | -9 | i

Structures from the list above that contain a COOH group:
molecule | NRP1-CendR mod | E coli Lon inh | FAS-TE inh | PABP1 MLLE inh | Rin1 Abl inh | MT1-MMP act inh | SKN-1 inh | MsrA act | Neddyl block
COc1cc(C(=O)O)ccc1OCC(=O)N1CCOCC1 | 4 | -3 | -4 | 7 | -2 | 6 | -10 | 1 | i
O=C(O)CCC(=O)Nc1ccc(OCC(=O)O)cc1 | 6 | 7 | -6 | 1 | 0 | 3 | -24 | -13 | i

Compound activity as filed in PubChem BioAssay.
